VCAM1 TNFa inh: reduces TNF alpha induced VCAM1 expression in HUVEC; hit rate 0.48% among 95,000; inhibition, % at 2 µM; AID 802; HUVEC TNFa-induced VCAM-1 immunofluorescence, high-content imaging;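 active = inhibition above the batch mean plus 3 SD, with images confirmed as a hit by eye, cut at about 37% in these data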;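 also: 0% = TNF-stimulated DMSO wells and 100% = unstimulated control wells; not every result past the cut was called active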
PTPN22 inh 2: blocks human PTPN22 phosphatase activity; Q9Y2R2; recombinant LYP catalytic domain, DiFMUP fluorescence; inhibition, % at 2 µM; hit rate 0.21% among 96,000; AID 640;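 active = inhibition at 2 µM at or above a set limit, the screen mean plus 3 SD, cut at about 24% in these data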;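 also: 0% = DMSO with enzyme and 100% = enzyme fully blocked by orthovanadate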
MT1-MMP txn act: activates MT1-MMP transcription; HT1080 MT1-MMP promoter luciferase reporter, luminescence, overnight; hits give high values; activation factor at 10 µM; hit rate 0.16% among 86,000; AID 750;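 active = activation factor of at least 2 for MT1-MMP transcription at 10 µM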
Smad3 FoxH1 inh: Smad3 (human) transcription factor binding inhibition; hit rate 0.29% among 88,000; P84022; TR-FRET Smad3/Dy647-FoxH1 peptide binding, europium anti-His; inhibition, % at 25 µM;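 active = compounds that reduce the energy-transfer binding signal between the protein and its labelled peptide by more than half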;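 also: 0% = Smad3 plus labelled peptide maximal FRET and 100% = peptide-only background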
Target sequence (P84022 whole entry, looked up): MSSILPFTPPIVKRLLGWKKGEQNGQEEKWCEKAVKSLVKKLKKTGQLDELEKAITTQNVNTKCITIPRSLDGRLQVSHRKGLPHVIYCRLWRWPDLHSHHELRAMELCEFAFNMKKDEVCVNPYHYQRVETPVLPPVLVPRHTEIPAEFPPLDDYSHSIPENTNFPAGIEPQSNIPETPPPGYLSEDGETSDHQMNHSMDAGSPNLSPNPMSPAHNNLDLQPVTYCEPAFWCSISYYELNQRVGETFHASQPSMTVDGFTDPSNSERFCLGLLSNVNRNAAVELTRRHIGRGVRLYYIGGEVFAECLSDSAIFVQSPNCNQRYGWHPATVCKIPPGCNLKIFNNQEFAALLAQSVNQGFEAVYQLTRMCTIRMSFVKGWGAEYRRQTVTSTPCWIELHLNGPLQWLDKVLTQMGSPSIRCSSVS
Candida biofilm: kills Candida albicans biofilms | C. albicans biofilm + clotrimazole, Alamar Blue | hit rate 0.14% among 85,000 | inhibition, % at 6 µM;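 active = inhibition above 20%; inactive = inhibition below 20%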;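 also: preformed 24 hr biofilms exposed to compound for 48 hr; 0% = biofilm without compound and 100% = blank killed by clotrimazole plus chlorhexidine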
HUVEC tox TNFa: HUVEC cytotoxicity counter-screen, TNF alpha stimulated; HUVEC TNFalpha-stimulated, Hoechst cell count, imaging; cell count reduction, % at 2 µM; hit rate 0.17% among 93,000; AID 848;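 active = cell count reduction exceeding the screen mean by over 5 SD, scaled to untreated wells per plate, cut at about 78% in these data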;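 also: cells counted after 24 h of TNF alpha exposure following the 1 h pretreatment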
HUVEC tox IL1B: HUVEC cytotoxicity counter-screen, IL-1B stimulated; cell count reduction, % at 2 µM; hit rate 0.41% among 94,000; HUVEC cell count loss, Hoechst imaging; AID 845;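 active = cell count reduction more than 3 SD above the screen-wide mean, cut at about 70% in these data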;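 also: normalized per plate to untreated control cells as the no-loss baseline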
F-actin modifier: modifiers of cytoskeleton assembly; HUVEC TNFa F-actin phalloidin imaging, high content; inhibition, % at 2 µM; hit rate 0.18% among 91,000; AID 836;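 active = inhibition above the batch mean plus 3 SD and confirmed as a hit by visual image inspection, cut at about 30% in these data, passing the limit was not always enough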; also: strong numbers were not always called active
DAT uptake mod: changed human dopamine transporter uptake under cocaine IC80; Q01959; LLC-PK1 hDAT cells, [14C]-dopamine uptake with cocaine IC80; actives deviate in either direction; B-score at 10 µM; hit rate 1.3% among 110,000; AID 449768;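 active = Z score or B-score, a plate-position-corrected score, falls beyond the plate's 99.7% confidence bounds, in either direction; inactive = both scores lie inside the 99.7% bounds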;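 also: scored against the spread of the other compound wells on the same plate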
Target sequence (Q01959 whole entry, looked up): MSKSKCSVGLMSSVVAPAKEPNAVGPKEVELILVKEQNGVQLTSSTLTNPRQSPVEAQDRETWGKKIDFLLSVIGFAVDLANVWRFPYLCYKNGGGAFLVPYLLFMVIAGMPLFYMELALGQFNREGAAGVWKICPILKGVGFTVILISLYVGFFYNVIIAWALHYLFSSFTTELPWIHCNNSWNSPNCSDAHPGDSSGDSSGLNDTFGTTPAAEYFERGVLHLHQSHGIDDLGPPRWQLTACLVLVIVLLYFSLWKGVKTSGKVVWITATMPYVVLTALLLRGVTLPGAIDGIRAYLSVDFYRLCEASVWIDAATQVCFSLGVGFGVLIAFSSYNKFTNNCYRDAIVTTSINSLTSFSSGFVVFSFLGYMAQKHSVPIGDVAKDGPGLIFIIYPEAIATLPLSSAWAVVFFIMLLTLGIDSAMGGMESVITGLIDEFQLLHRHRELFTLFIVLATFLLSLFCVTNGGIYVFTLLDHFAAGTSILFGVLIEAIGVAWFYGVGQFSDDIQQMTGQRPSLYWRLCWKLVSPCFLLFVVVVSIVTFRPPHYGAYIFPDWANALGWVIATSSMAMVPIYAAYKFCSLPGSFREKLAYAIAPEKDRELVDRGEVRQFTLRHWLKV
Numbers without * were called inactive; nt = not tested or not shown; [ ] = another dose, or the depositor's remark. This is a subset, so the mix of outcomes need not match the whole.

SMILES	VCAM1 TNFa inh	PTPN22 inh 2	MT1-MMP txn act	Smad3 FoxH1 inh	Candida biofilm	HUVEC tox TNFa	HUVEC tox IL1B	F-actin modifier	DAT uptake mod
O=C(O)CCSc1nc2ccccc2c(=O)[nH]1	11	-10	1	-1	-4	-24	-6	8	0.45
Cc1ccc(C(=O)NCC(=O)O)cc1S(=O)(=O)N1CCCCC1	nt	nt	1.1	1	1	nt	nt	nt	-0.18
Cc1ccc(CNn2cnnc2SCc2ccc(F)cc2)cc1	-12	1	1.1	1	9	-17	35	9	0.21
COc1ccccc1C(=O)Nc1nc(N)n(-c2ccccc2)n1	-7	-10	1.1	-1	1	-10	-6	0	1.1
CC(=O)c1cccc(NC(=O)CN(c2ccccc2)S(C)(=O)=O)c1	nt	nt	1.2	58*	5	nt	nt	nt	-1.5
CC(C)COC(=O)c1cccc2c1-c1ccccc1/C2=N\O	8	-3	1.2	6	3	-39	-21	1	nt
CCCn1c(=S)[nH]c2cc(C(=O)N3CCN(c4ccccc4OC)CC3)ccc2c1=O	6	8	1.1	8[fluorescence artefact?]	4	5	38	7	-1.2
CCOC(=O)CSc1nnc([C@H](CC(C)C)NC(=O)OC(C)(C)C)o1	5	-24	0.9	-2	9	-3	25	-7	-0.98
CN1c2ccccc2-c2nc3ccccc3n2C1c1ccco1 (stereo unspecified)	16	-1	1.2	1	4	21	nt	-5	1.2
Cc1c(Br)c([N+](=O)[O-])nn1C(C)C(=O)Nc1c(C)n(C)n(-c2ccccc2)c1=O (stereo unspecified)	-4	6	nt	nt	nt	-2	-14	-6	-0.087
Cc1ccc2nc(SCc3nnc(-c4ccccc4[N+](=O)[O-])o3)c(C#N)cc2c1	6	3	nt	nt	nt	-2	-28	-12	0.37
Nc1nc(CSCCO)nc(Nc2ccc(F)cc2)n1	-1	9	1.3	2	3	0	18	-18	0.28
Cc1ccc(C)c(NC(=O)CCC(=O)NNC(=O)C(c2ccccc2)c2ccccc2)c1	-2	0	nt	nt	nt	-3	0	13	-0.7
Cc1cccc(NC(=O)c2cc(S(=O)(=O)NCc3ccco3)ccc2F)c1C	2	4	1.3	0	7	16	27	15	0.0033
CCOC(=O)COc1c(OC)cc(Cl)cc1C1Nc2ccccc2C(=O)N1c1ccc(F)cc1 (stereo unspecified)	4	0	nt	nt	nt	9	-14	-3	0.53
CCOC(=O)C1CCCN(c2c(NCCCN(CC)c3cccc(C)c3)c(=O)c2=O)C1 (stereo unspecified)	3	-12	1.2	0	-3	20	4	-8	0.33
O=C(CSc1nc2ccccc2c(=O)[nH]1)N1CCN(S(=O)(=O)c2ccccc2)CC1	8	-6	1.3	-20	5	-22	-3	-2	-0.7
Cc1cc(C)c(NC(=O)c2ccccc2N(C)S(C)(=O)=O)c(C)c1	-4	-14	1.2	0	3	-22	-51	2	-0.84
CC(C)(C)c1ccc(C2C3=C(CCCC3=O)NC3=C2C(=O)c2ccccc23)cc1 (stereo unspecified)	-4	-2	nt	nt	nt	6	-30	-23	0.25
CC1SC(c2ccc(Cl)cc2Cl)NC1=O (stereo unspecified)	-11	-7	1	3	-6	-28	-18	14	0.71
O=C(Cn1cc(/C=N/NC(=O)c2cccc(C(F)(F)F)c2)c2ccccc21)Nc1ccc(F)cc1	2	-2	nt	nt	nt	12	-11	-8	-0.13
Cc1ccc(C(NC(=O)NCCCN2CCOCC2)=C(Cl)Cl)cc1F	-4	-3	nt	nt	nt	-26	-10	-2	0.33
COc1ccc2c(c1OC)C(=O)OC2Nc1ccccc1S(=O)(=O)C(F)F (stereo unspecified)	nt	nt	1.2	19	10	nt	nt	nt	-0.23
Cn1nc([N+](=O)[O-])nc1Oc1ccccc1	-7	0	1.2	14	4	-2	24	4	-0.57
Cc1cc(C)c(C(=O)COc2cccnc2[N+](=O)[O-])cc1C	15	6	1.1	1	4	-28	-51	20	-0.52

Sorted by length of the SMILES (lowest first): 13 of the compounds above.
SMILES	VCAM1 TNFa inh	PTPN22 inh 2	MT1-MMP txn act	Smad3 FoxH1 inh	Candida biofilm	HUVEC tox TNFa	HUVEC tox IL1B	F-actin modifier	DAT uptake mod
O=C(O)CCSc1nc2ccccc2c(=O)[nH]1	11	-10	1	-1	-4	-24	-6	8	0.45
Cc1ccc(CNn2cnnc2SCc2ccc(F)cc2)cc1	-12	1	1.1	1	9	-17	35	9	0.21
CN1c2ccccc2-c2nc3ccccc3n2C1c1ccco1 (stereo unspecified)	16	-1	1.2	1	4	21	nt	-5	1.2
Cc1ccc(C(=O)NCC(=O)O)cc1S(=O)(=O)N1CCCCC1	nt	nt	1.1	1	1	nt	nt	nt	-0.18
Cc1cc(C)c(C(=O)COc2cccnc2[N+](=O)[O-])cc1C	15	6	1.1	1	4	-28	-51	20	-0.52
Cc1cc(C)c(NC(=O)c2ccccc2N(C)S(C)(=O)=O)c(C)c1	-4	-14	1.2	0	3	-22	-51	2	-0.84
COc1ccc2c(c1OC)C(=O)OC2Nc1ccccc1S(=O)(=O)C(F)F (stereo unspecified)	nt	nt	1.2	19	10	nt	nt	nt	-0.23
CCOC(=O)CSc1nnc([C@H](CC(C)C)NC(=O)OC(C)(C)C)o1	5	-24	0.9	-2	9	-3	25	-7	-0.98
CCOC(=O)C1CCCN(c2c(NCCCN(CC)c3cccc(C)c3)c(=O)c2=O)C1 (stereo unspecified)	3	-12	1.2	0	-3	20	4	-8	0.33
CC(C)(C)c1ccc(C2C3=C(CCCC3=O)NC3=C2C(=O)c2ccccc23)cc1 (stereo unspecified)	-4	-2	nt	nt	nt	6	-30	-23	0.25
Cc1ccc2nc(SCc3nnc(-c4ccccc4[N+](=O)[O-])o3)c(C#N)cc2c1	6	3	nt	nt	nt	-2	-28	-12	0.37
CCOC(=O)COc1c(OC)cc(Cl)cc1C1Nc2ccccc2C(=O)N1c1ccc(F)cc1 (stereo unspecified)	4	0	nt	nt	nt	9	-14	-3	0.53
O=C(Cn1cc(/C=N/NC(=O)c2cccc(C(F)(F)F)c2)c2ccccc21)Nc1ccc(F)cc1	2	-2	nt	nt	nt	12	-11	-8	-0.13

Later entries:
SMILES	VCAM1 TNFa inh	PTPN22 inh 2	MT1-MMP txn act	Smad3 FoxH1 inh	Candida biofilm	HUVEC tox TNFa	HUVEC tox IL1B	F-actin modifier	DAT uptake mod
Cn1nc(CC(=O)NCCN2C(=O)CSC2=O)c2ccccc2c1=O	8	-1	1	nt	nt	-9	1	0	-0.8
COc1cc(NC(=O)CS(=O)(=O)c2ccccc2)cc(OC)c1OC	4	2	1.4	5	3	-18	-26	-2	0.46
CCOC(=O)c1cccc(NC(=O)CSc2nnc(C3CCCCC3)n2C)c1	26	-6	1	-1	6	-5	-1	0	0.45
CSC1=N/C(=C\c2cccc(F)c2)C(=O)S1	2	12	1.1	7	9	-23	-5	47	0.86
COc1ccc(C2(O)CCN(CCCCOc3ccccc3)CC2)cc1	6	10	1.2	-9	7	-9	41	22	0.68
O=C(NCc1ccco1)[C@@H]1CSC2c3ccccc3C(=O)N21 (stereo partly specified)	-10	4	1	6[fluorescence artefact?]	8	-14	7	-7	0.14
Cc1ccc(OCC(=O)Nc2cccc3c2CCCC3)cc1C	2	10	nt	nt	nt	-9	-19	-6	-0.63
Cc1ccc(C(=O)N(Cc2nc(-c3ccc(C)cc3)no2)C(C)C)cc1	6	-8	1.2	1	7	-5	-39	-10	0.068
Cc1ccc(C)n1-n1cnc2sc3c(c2c1=O)CCC3	5	-3	1.1	3	4	-7	-10	5	-0.15
CC(=O)Nc1nc2n(n1)C(c1ccccc1)C=C(c1ccccc1)N2 (stereo unspecified)	8	-3	1.1	-8	4	-12	0	-3	0.98
COc1ccc2cc(C)c(SCC(=O)Nc3cc(C)on3)nc2c1	0	2	1.2	14[fluorescence artefact?]	1	-19	-23	6	-0.52
OCCN1CCN(CC(O)COc2ccc3c(c2)OCO3)CC1 (stereo unspecified)	-7	4	1.1	2	5	18	15	0	-0.41
COc1ccc(C(c2nnnn2CC2CCCO2)N2CCN(c3cccc(C)c3C)CC2)cc1 (stereo unspecified)	-8	5	1.2	14	1	-30	-10	6	0.68
COc1cccc(NS(=O)(=O)c2ccc(S(=O)(=O)N3CCOCC3)cc2)c1	6	-2	1	0	4	-12	-8	0	-0.48
CCC(NS(=O)(=O)c1ccc(C)cc1)C(=O)N1CCC2(O)CCCCC2C1 (stereo unspecified)	11	1	1.1	3	3	-6	-18	2	0.19
O=C1/C(=C/Nc2ccc3c(c2)OCO3)CCc2ccccc21	14	2	nt	7[fluorescence artefact?]	6	-10	-10	nt	-0.0077
CC1CCCCC1NC(=O)c1ccc(CNc2c(N3CCCC3)c(=O)c2=O)cc1 (stereo unspecified)	nt	nt	1.1	-1	3	nt	nt	nt	0.0047
NC(=O)N1OCC2COc3ccc4ccccc4c3C21 (stereo unspecified)	12	-4	1.3	3	6	-26	-24	-8	0.68
CCOC(=O)C1=C(C)NC2=C(C(=O)CCC2)C1c1cccnc1 (stereo unspecified)	-8	4	1.1	-1	2	16	0	-11	1.3
O=C(CCN1C(=O)COc2ccccc21)NCCCN1CCc2ccccc2C1	6	10	1.2	-7	5	9	-10	-22	0.81
OCCN1CCN(c2ncnc3ccc(Br)cc23)CC1	nt	nt	1.2	6	5	nt	nt	nt	-1.3
O=C(Cc1cccs1)NNC(=S)NCc1ccc(Cl)cc1	4	0	nt	nt	nt	-22	4	-9	0.4
CN1CC(c2ccccc2)C2(COc3ccccc3C2=O)C12C(=O)Nc1ccccc12 (stereo unspecified)	15	1	nt	nt	nt	-19	-10	8	0.73
CS(=O)(=O)N(CCc1ccccc1)CC(=O)NCc1ccc2c(c1)OCO2	7	-3	0.9	3	5	-3	-106	2	0.57
CCOC(=O)c1c(C)[nH]c(C)c1C(=O)COC(=O)c1cccc(S(=O)(=O)NC)c1	-4	3	1.2	-5	4	-15	-23	30	-0.68

Additional results
SMILES	VCAM1 TNFa inh	PTPN22 inh 2	MT1-MMP txn act	Smad3 FoxH1 inh	Candida biofilm	HUVEC tox TNFa	HUVEC tox IL1B	F-actin modifier	DAT uptake mod
C=C(C)Cn1c(CCCNC(=O)CCC)nc2ccccc21	nt	nt	1.1	18[fluorescence artefact?]	2	nt	nt	nt	-0.13
CCCCOC(=O)c1ccc(NC(=O)CSC2=Nc3ccccc3C3CC=NN23)cc1 (stereo unspecified)	27	10	nt	nt	nt	-11	-14	-5	0.37
Cc1ccc(C)c(OCC(=O)N2CCOCC2)c1	-4	-4	1	5	0	-2	3	16	0.076
CCOc1ccc(-c2nc(N)ncc2-c2ccccc2)c(O)c1	-4	4	1.1	-9	8	-15	-18	4	-0.041
O=C(O)c1ccc(-n2c(-c3ccccc3)n[nH]c2=S)cc1	-1	-2	1.1	0	4	-3	9	8	-0.01
CCOC(=O)c1ccccc1NC(=O)/C=C/c1cc(OC)c(OC)c(OC)c1	3	7	1	22[fluorescence artefact?]	1	-35	5	25	0.72
Cc1cc(C(=O)Nc2sc3c(c2C#N)CCC(C(C)(C)C)C3)no1 (stereo unspecified)	19	9	1.5	-19	0	-7	-24	-6	-0.4
